XIAP antagonists = XIAP antagonists, biochemical, IAP family, fluorescence polarization (AID 1018); 200,000 compounds, 0.007% hits; XIAP BIR domain, fluorescence polarization peptide displacement; higher % means a stronger effect; one-dose displacement, % at 20 µM; IC50 in µM for titrated hits; in the data active = displacement above about 50%; also: a part of the inactive calls stands beside numbers as strong as those of hits
Dynein cargo inh = blocks dynein driven cargo transport along microtubules. AID 1381. 3617.4 mouse cells, GR-EGFP nuclear translocation imaging; test concentration mostly 20 µM; stimulated with dexamethasone, 1 µM; stronger effect = lower value. z-score, hits read low. 220,000 compounds, 0.47% hits;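 active = plate z-score of nuclear minus cytoplasmic receptor signal below a set negative limit, without overly bright fluorescence or cell loss, cut at about -3.5 in these data, passing the limit was not always enough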;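 also: z-score of nuclear minus cytoplasmic ring GR-EGFP intensity difference per well; some compounds called inactive have numbers as strong as hits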
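Buffer or medium – tet-free medium with charcoal-stripped serum · Signal – automated 10x imaging of fixed Hoechst-stained cells · Also added – dexamethasone agonist, 1.0 µM final, for 30 min · Incubation – induction 48 h, compound 1 h, agonist 30 min · Read-out – GR-EGFP nuclear translocation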
Autophagy HCS = alters autophagy in cells | MEF GFP-LC3 puncta imaging; test concentration mostly 10 µM | calls only at 10 µM (by protocol) | 190,000 compounds, 0.98% hits;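 active = percentage of spot-positive cells more than 3 SD above its plate mean, without a fluorescence outlier flag or 80% toxicity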;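 also: spot-positive cell cutoff set from DMSO-treated cells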
bCat nuc transl = beta-catenin nuclear translocation modulation | HeLa beta-catenin nuclear translocation, immunofluorescence imaging | nuclear translocation activity, % at 5 µM | 190,000 compounds, 0.3% hits;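 active = nuclear translocation activity above 50% at 5 µM, with a well cell count of 50 or more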;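 also: per-cell ratio of nuclear to cytoplasmic median beta-catenin stain intensity; plate controls were DMSO negative control for no effect and GSK-3 inhibitor IX positive control for full effect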
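Signal – beta-catenin immunofluorescence imaging with DAPI · Test system – human HeLa cell line · Dosing – 5 µM primary single dose, 0.1% DMSO, 0.02–20 µM confirmation series · Measure – % activation, nuclear-to-cytoplasmic median beta-catenin signal ratio per cell · Incubation – 24 h compound exposure at 37°C, 5% CO2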
Hep lipid drop = hepatic lipid droplet formation modulation. AML12 mouse hepatocytes, oleate lipid droplets, BODIPY imaging. inhibition, % at 6.5 µM. 240,000 compounds, 0.4% hits. AID 1656;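 active = lipid droplet intensity inhibited by at least 50%, with more than 500 cells counted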
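System: AML12 hepatocytes (mouse). Probe or stimulus: oleic acid at 100 µM to induce lipid droplet formation. Times: overnight treatment with compound plus oleate. Detection: Image-based BODIPY and DAPI two-channel analysis. Evaluation: percent inhibition of filter-corrected integrated lipid droplet intensity per well.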
Ins promoter up = MIN6 insulin promoter up-regulation. MIN6 insulin promoter-GFP reporter, high-content imaging; stronger effect = higher value. z-score at 5 µM. 190,000 compounds, 0.3% hits. AID 1625;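 active = z-score above 3 at 5 µM with at least 500 cells counted in the well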
MT stabilizer = microtubule stabilizers in HeLa cells; HeLa tubulin immunostaining HCS, 24 h; share of cells brighter than vehicle mean+2SD; % tubulin-high responders, % at 10 µM; 200,000 compounds, 0.83% hits; AID 2205;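 active = plate Z-score above 3 for both tubulin-high and condensed-nucleus cell shares, with cell loss under 80%, at 10 µM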;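 also: anti alpha tubulin signal scored within the nucleus-defined area of each cell; some results filed as inactive read as strong as hits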
WT yeast gro inh = growth inhibition of WT yeast, mitochondrial fusion screen; 190,000 compounds, 2.1% hits; inhibition, % at 10 µM; AID 1362; mitochondrial fusion phenotypic screen, WT strain; in the data active = inhibition above about 58%; tested in S. cerevisiae
ER stress rescue = protection against thapsigargin-triggered cell killing – 384-well, CSM14.1, ATP luminescence, primary screen (AID 1222); CSM14.1 thapsigargin-induced death rescue, ATP luminescence; higher % means a stronger effect; cellular ATP content (survival), % at 20 µM; hits with a dose series show EC50 in µM; 190,000 tested, under 10 active;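 active = EC50 below 50 µM in the dose-response confirmation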;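 also: death triggered by thapsigargin at about 15 µM added after 2 h compound pretreatment; cell ATP read after overnight thapsigargin exposure of roughly 18 to 22 hours; normalized against plate controls of thapsigargin alone and 5% DMSO vehicle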
WT yeast gro inh mutant strain = also measured in WT yeast gro inh; calls as there; inhibition, %; mitochondrial fusion phenotypic screen, mutant strain inhibition
Dynein cargo inh cytoplasmic EGFP = second read-out of Dynein cargo inh, no call of its own (marks repeat the call); z-score; measured here: cytoplasmic GR-EGFP intensity; stronger effect = higher value
Dynein cargo inh nuclear GR-EGFP = second read-out of Dynein cargo inh, no call of its own (marks repeat the call); z-score; measured here: nuclear GR-EGFP intensity;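 lower value marks the stronger effect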
Dynein cargo inh cell count = further read-out of Dynein cargo inh, marked with its call; z-score; measured here: cell count per field
Ins promoter up cell count = further read-out of Ins promoter up, marked with its call; cell count; measured here: cytotoxicity, nuclei count;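 total cells summed across four imaged fields per well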
Hep lipid drop cells 6.5 µM = also measured in Hep lipid drop; calls as there; cell count; measured here: cell count, cytotoxicity flag;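 cells counted across two imaged fields per well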
bCat nuc transl cell count 5 µM = also measured in bCat nuc transl; calls as there; cell count; measured here: cell count, cytotoxicity flag
MT stabilizer Hoechst-high % = further read-out of MT stabilizer, marked with its call; % Hoechst-high responders; measured here: nuclear condensation Hoechst responders;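 share of cells brighter than vehicle mean plus two SD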
MT stabilizer cytotoxicity % = also measured in MT stabilizer; calls as there; toxicity, %; measured here: cytotoxicity by cell density;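 0% = mean cell density of plate MIN control wells and 100% = no cells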
Autophagy HCS cell loss 18 h = also measured in Autophagy HCS; calls as there; toxicity, %; measured here: cell loss, nuclei count;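 cell loss after 18 h compound exposure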
An asterisk follows results filed as active; i = inactive; nt = not tested or not shown. Compounds as they come. About 4% of those tested had a hit in this group.

SMILES	XIAP antagonists	Dynein cargo inh	Dynein cargo inh cytoplasmic EGFP	Dynein cargo inh nuclear GR-EGFP	Dynein cargo inh cell count	Autophagy HCS	Autophagy HCS cell loss 18 h	bCat nuc transl	bCat nuc transl cell count 5 µM	Hep lipid drop	Hep lipid drop cells 6.5 µM	Ins promoter up	Ins promoter up cell count	MT stabilizer	MT stabilizer Hoechst-high %	MT stabilizer cytotoxicity %	WT yeast gro inh	WT yeast gro inh mutant strain	ER stress rescue
c1csc(-c2noc(CN3CCN4CCCC4C3)n2)c1 (stereo not drawn)	-2.4%	-0.006	-0.32	-0.21	0.4	i	15	-0.7	1007	15	730	0.51	1449	2.8	2.2	4.1	-6	-1	-0.7%
COc1ccc(-c2nnnn2-c2ccccc2OC)cc1	-2.4%	-0.38	-0.22	-0.011	0.63	i	-1	1.6	1104	-3	707	0.28	855	20*	64*	37*	-2	2	1.8%
CCOc1ncccc1C(=O)OCC(=O)Nc1ccc(S(=O)(=O)N2CCOCC2)cc1	-3.1%	1.3	-0.16	0.68	-0.64	i	-8	0.8	1064	-4	701	1.1	1498	5.5	2.5	7.4	0	1	2.7%
N#CCC(N)=C(C#N)C#N	-12%	-0.66	0.078	0.23	1.1	i	21	nt	nt	-9	720	nt	nt	4.6	2.6	8.1	-6	-1	-1.7%
O=c1[nH]c(-c2ccccc2Cl)nc2c1sc(=S)n2-c1ccccc1	-5.7%	-1.2	-0.36	-0.24	1.2	i	1	-1.2	1100	6	679	0.24	1037	3.9	3.7	9.1	-4	14	nt
COc1ccc(CC(=O)NNC(=O)COc2ccc(Br)cc2C)cc1OC	-3.0%	-0.44	-0.33	-0.15	-0.055	i	-1	nt	nt	-18	740	0.55	1328	1.6	3.6	5.0	-7	-16	-2.6%
Cc1nn(-c2ccccc2)c(Oc2ccccc2)c1C=O	-5.1%	-0.67	-0.25	-0.63	0.31	i	22	nt	nt	28	697	0.02	1356	3.7	2.8	4.6	-3	-3	-2.2%
O=C(NNc1ccc([N+](=O)[O-])cc1)C1CC1c1ccccc1 (stereo not drawn)	-5.2%	-0.87	-0.18	0.19	0.81	i	-1	nt	nt	-3	714	-0.33	1141	2.3	2.9	5.8	7	9	-0.1%
CS/C(N)=N/S(=O)(=O)c1ccc(NC(C)=O)cc1	nt	0.95	-0.18	1.2	-1.1	nt	nt	-0.4	1297	9	828	-0.47	895	nt	nt	nt	nt	nt	nt
Cc1ccc(CSCCNC(=O)CN2C(=O)c3ccccc3S2(=O)=O)cc1	-0.2%	-0.13	-0.18	-0.46	-0.28	i	9	-1.8	1083	-20	678	0.46	1185	3.1	1.6	7.4	0	0	0.3%
COC(=O)CN1C(=O)C2(C(C#N)=C(N)Oc3cc(C)oc(=O)c32)c2ccccc21 (stereo not drawn)	-8.4%	-0.61	-0.2	-0.059	-0.18	i	8	-1.3	931	nt	nt	0.96	1155	4.7	3.4	7.8	19	9	-1.9%
CCOc1ccc(C(=O)Nc2cc(-c3nc4ccccc4[nH]3)ccc2C)cc1[N+](=O)[O-]	-4.2%	0.36	-0.24	-0.23	0.18	i	0	1.0	1380	nt	nt	-0.02	1554	3.6	1.8	7.0	1	8	0.2%
Cc1cc(=O)n(C)c(=O)n1CCCCCCOc1cccc([N+](=O)[O-])c1	-4.5%	-0.11	-0.23	-0.058	0.78	i	8	6.5	1056	2	477	-0.09	1280	1.6	1.3	0.7	-15	-19	-1.7%
CC(C)c1cc(C(=O)Nc2cc(Cl)ccc2O)no1	-5.7%	0.45	-0.14	0.37	-0.26	i	9	2.9	748	nt	nt	1.9	1338	2.0	2.2	12	23	10	-1.6%
COc1nc(NC2CCCCC2)nc(N2CCCCCC2)n1	-1.1%	1.5	-0.26	0.79	-0.3	i	3	-0.6	489	1	764	nt	nt	2.4	2.2	10	66*	28*	-1.8%
Cc1ccc(OCC(=O)N/N=C2/SCC(=O)N2Cc2ccccc2)cc1	-2.7%	0.88	-0.19	0.64	-1.1	i	5	-2.3	1169	-4	650	-0.09	1328	2.3	2.3	1.8	-9	-13	-0.8%
O=C(CSc1nc(O)c(Cc2ccccc2F)c(=O)[nH]1)N1CCCCCC1	-7.2%	-0.85	-0.18	-0.13	0.46	nt	nt	-1.8	1386	nt	nt	0.37	1590	1.5	2.8	2.4	7	5	2.2%
CC1=C(C(=O)Nc2ccc(Cl)cc2)C(c2ccncc2)C(C#N)=C(SCC(N)=O)N1 (stereo not drawn)	-4.0%	0.0057	-0.25	0.67	0.81	i	-1	2.2	1146	1	678	0.42	795	2.6	1.3	8.0	-19	10	0.1%
CCC(=O)NCCc1c[nH]c2ccccc12	-3.6%	2.4	-0.24	1.1	-0.45	i	-9	0.1	1106	0	657	-0.99	1840	1.5	1.0	6.0	2	-34	-1.2%
CC(C)NC(=O)c1cc(-c2ccco2)nn1-c1ccc(Cl)cc1	-3.5%	1	0.048	0.82	-0.96	i	-8	1.6	1297	nt	nt	-0.5	1640	2.3	1.5	2.6	-2	-1	-0.2%

Two compounds from above, limited to Hep lipid drop and XIAP antagonists.
molecule | Hep lipid drop | XIAP antagonists
CS/C(N)=N/S(=O)(=O)c1ccc(NC(C)=O)cc1 | 9 | nt
CC(C)c1cc(C(=O)Nc2cc(Cl)ccc2O)no1 | nt | -5.7%

The list goes on:
SMILES	XIAP antagonists	Dynein cargo inh	Dynein cargo inh cytoplasmic EGFP	Dynein cargo inh nuclear GR-EGFP	Dynein cargo inh cell count	Autophagy HCS	Autophagy HCS cell loss 18 h	bCat nuc transl	bCat nuc transl cell count 5 µM	Hep lipid drop	Hep lipid drop cells 6.5 µM	Ins promoter up	Ins promoter up cell count	MT stabilizer	MT stabilizer Hoechst-high %	MT stabilizer cytotoxicity %	WT yeast gro inh	WT yeast gro inh mutant strain	ER stress rescue
COc1ccccc1N1C(=O)C2C3C=CC(C3)C2C1=O (stereo not drawn)	-0.9%	1.3	1.3	0.86	-0.75	i	4	-0.2	1397	nt	nt	-0.39	1128	3.7	3.0	15	-13	26	-1.0%
COC(=O)c1c(C)nn(-c2ccc(OC(F)(F)F)cc2)c1-c1snnc1C	nt	0.16	-0.27	-0.22	-0.06	nt	nt	-5.3	1183	-16	649	-0.66	1464	nt	nt	nt	nt	nt	nt
CCOC(=O)/C(C#N)=C1\SS/C(=C(/C#N)C(=O)OCC)S1	nt	-0.75	0.18	0.13	-1.3	nt	nt	0.0	1383	14	658	-0.07	1049	nt	nt	nt	nt	nt	nt
CCOc1cc(/C=C(\C#N)C(=O)NCC2CCCO2)ccc1O (stereo not drawn)	-2.7%	-0.49	-0.25	0.024	0.22	i	-11	0.1	1059	-13	618	-0.91	1559	2.6	2.3	5.3	3	10	0.5%
Cc1ccc(/C=c2\sc3nc(-c4cccnc4)nn3c2=O)cc1	-4.4%	-3.4	0.57	-1.4	-0.8	i	13	3.3	1330	nt	nt	-0.18	1369	4.8	3.7	4.3	21	20	-2.4%
Cc1cc(C)cc(N2C(=O)CSC2c2cccs2)c1 (stereo not drawn)	-4.9%	-0.33	-0.21	0.088	0.24	i	4	-1.3	1065	-12	674	1.3	755	4.6	2.3	4.2	21	75	-2.5%
CN(c1ccc(C(=O)N2CCN(Cc3ccc4c(c3)OCO4)CC2)cc1)S(=O)(=O)c1ccccc1	-1.6%	-0.8	-0.12	-0.11	0.37	i	0	0.4	1146	-22	674	nt	nt	2.2	1.4	8.8	19	-1	-4.0%
CC1(C)CC(=O)C2=C(C1)N(c1cccc(Cl)c1)C(=O)NC2(C(F)(F)F)C(F)(F)F	-2.0%	-0.14	-0.34	-0.3	0.59	i	-3	-1.3	885	-3	643	0.04	1277	3.9	3.2	8.2	-17	0	6.3%
Cc1nc2sc(-c3ccccc3)cc2c(=O)n1/N=C/N(C)C	-2.1%	-0.46	-0.27	-0.15	0.29	i	16	-0.8	941	-1	668	1.5	1530	3.3	2.9	7.2	2	-9	-2.7%
CCS(=O)(=O)NCc1csc(-c2ccccc2)n1	-4.2%	0.33	-0.12	0.43	-0.43	i	-7	-0.8	1056	7	645	0.88	1830	1.9	1.6	8.0	-6	-4	-2.3%
Cc1noc(C)c1S(=O)(=O)N(CC(=O)N1CCCCCC1)c1ccc(C(C)C)cc1	1.5%	1.6	-0.076	1.1	-1	i	16	nt	nt	nt	nt	0.5	1069	1.9	2.4	2.6	10	-5	-1.3%
O=C(NN=C1c2ccccc2-c2ccccc21)c1ccccc1Br	-5.1%	-0.68	0.68	-0.15	-0.56	i	-3	-1.8	1384	nt	nt	1.8	1130	0.8	0.9	5.0	3	-1	-2.1%
CCc1ccccc1NC(=O)CSc1nnc(Cn2cnc3ccccc32)o1	-2.3%	-0.85	-0.27	-0.65	1.2	i	-4	-4.8	553	33	772	nt	nt	2.8	1.4	2.1	-10	10	4.4%
CSc1ccc(S(=O)(=O)Nc2ccc3c(c2)NC(=O)CC3)cc1	-2.0%	-0.13	-0.28	-0.042	1.7	i	8	-2.3	1086	-1	675	0.13	932	5.7	2.6	3.6	0	-13	-0.4%
O=C(O)C1C2C=CC(C2)C1C(=O)NCc1ccco1 (stereo not drawn)	-4.5%	-0.6	-0.16	-0.29	0.7	i	14	-3.0	1081	6	691	-0.09	1527	2.5	1.3	1.4	-10	1	0.1%

Source: PubChem BioAssay
